Screening data from PubChem.
Vif-A3F inh = blocks the Vif interaction with APOBEC3F; Potency, µM (doses to about 46.1 µM), for inactives: at the highest dose activity, negative = active; HeLa A3F-eYFP + Vif (tagged APOBEC3F with the HIV-1 protein that degrades it), YFP fluorescence increase; 0.2% of 390,000 active; also: % of control where 0% means no effect; nearly all actives have a fitted effect of over 65% in size
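Fluorescence increase (Ex 488/Em 500-530) after overnight compound treatment at 37 deg C flags inhibition of Vif-driven A3F-eYFP loss in stable HeLa A3F-eYFP/Vif cells seeded overnight beforehand.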
TrxR1 substrate = is turned over as a substrate by rat TrxR1; O89049; purified TrxR1 substrate turnover, NADPH consumption readout; Potency, µM (highest dose often 114 µM), for inactives: top-dose activity change, negative = substrate turnover; 0.01% of 390,000 active; also: % is scaled to controls: 0 for no effect and ±100 for the full control effect; nearly all actives have a fitted effect of over 50% in size
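Rat TrxR1, dispensed at 90 nM, was prereduced with 400 uM NADPH (final) for 5 min at ~22 deg C, then incubated with compound 15 min before 400 uM selenite. A first-read NADPH fluorescence drop versus no-compound background flagged substrates.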
12-LOX inh = ALOX12 (human) lipoxygenase inhibition | P18054 | purified 12hLO, xylenol orange hydroperoxide absorbance | Potency, µM (highest dose often 108 µM), for inactives: top-dose activity change, negative = inhibition, actives largely listed as inhibitors | 1.1% of 580,000 active | AID 1671190; also: % is scaled to controls: 0 for no effect and ±100 for the full control effect
Target sequence (P18054 whole entry, looked up): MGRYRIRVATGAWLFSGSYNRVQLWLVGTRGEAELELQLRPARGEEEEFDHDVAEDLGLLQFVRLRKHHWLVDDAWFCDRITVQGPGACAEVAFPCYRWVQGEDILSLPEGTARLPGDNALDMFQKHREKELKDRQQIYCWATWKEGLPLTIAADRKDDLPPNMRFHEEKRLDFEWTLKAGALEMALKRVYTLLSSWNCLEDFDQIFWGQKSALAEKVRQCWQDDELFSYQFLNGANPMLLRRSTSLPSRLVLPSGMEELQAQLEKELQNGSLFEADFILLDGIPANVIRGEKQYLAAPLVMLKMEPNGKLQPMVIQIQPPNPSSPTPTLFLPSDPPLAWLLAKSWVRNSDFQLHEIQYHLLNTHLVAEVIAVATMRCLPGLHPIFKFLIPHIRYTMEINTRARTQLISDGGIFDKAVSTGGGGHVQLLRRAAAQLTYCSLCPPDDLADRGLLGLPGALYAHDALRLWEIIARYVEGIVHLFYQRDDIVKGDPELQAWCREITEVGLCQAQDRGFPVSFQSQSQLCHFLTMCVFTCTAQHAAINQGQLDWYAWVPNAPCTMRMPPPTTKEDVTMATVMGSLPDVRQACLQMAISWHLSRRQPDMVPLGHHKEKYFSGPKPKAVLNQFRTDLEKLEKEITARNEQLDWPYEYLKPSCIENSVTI
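Purified human 12hLO at 150 nM in 25 mM Hepes, 0.01% Triton X-100, pH 7.0, preincubated 15 min at room temperature with compound. Reaction started with 40 uM arachidonic acid, 30 min at room temperature. Hydroperoxide measured by Fe-xylenol orange, 573/405 nm absorbance ratio.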
RGS4 inhibitor = human RGS4 inhibition. P49798. Transcreener GDP fluorescence polarization, RGS4-accelerated GTP hydrolysis. Potency, µM (top dose mostly 114 µM), without a hit: top-dose activity change, negative = inhibition, usual class: inhibitors. 0.039% of 390,000 active. AID 504845; also: % is scaled to controls: 0 for no effect and ±100 for the full control effect; nearly all actives have a fitted effect of over 75% in size; some results filed as inactive show a strong effect at the top dose
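MLSMR compounds (23 nl, pin-transferred) preincubated 10 min at room temperature with a 500nM (2x) first reagent, then RGS4 at 900nM (2x) plus Transcreener GDP mix added; fluorescence polarization (620/688 nm) read before and after 90 min at 30 °C.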
mIDH1 inhibitor = blocks human mutant IDH1 R132H enzyme; 0.093% of 390,000 active; Potency, µM (series often up to 76.6 µM), for inactives: at the top dose activity change, negative = inhibition, most hits filed as inhibitors; IDH1-R132H enzyme, NADPH consumption, diaphorase/resazurin fluorescence; AID 602179; also: % is scaled to controls: 0 for no effect and ±100 for the full control effect; nearly all actives have a fitted effect of over 65% in size
Target sequence (O75874 whole entry R132H, stated change not applied): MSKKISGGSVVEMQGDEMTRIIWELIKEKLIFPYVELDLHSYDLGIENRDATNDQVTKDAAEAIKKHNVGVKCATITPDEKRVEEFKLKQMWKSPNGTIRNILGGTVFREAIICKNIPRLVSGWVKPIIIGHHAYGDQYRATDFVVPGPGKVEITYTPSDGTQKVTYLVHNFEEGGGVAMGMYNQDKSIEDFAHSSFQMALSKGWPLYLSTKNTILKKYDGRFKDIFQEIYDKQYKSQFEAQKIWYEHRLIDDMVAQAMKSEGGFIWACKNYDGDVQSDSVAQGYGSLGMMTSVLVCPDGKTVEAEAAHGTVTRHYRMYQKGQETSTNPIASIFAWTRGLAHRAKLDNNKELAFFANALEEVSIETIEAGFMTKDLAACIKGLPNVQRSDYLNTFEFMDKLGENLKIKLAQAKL
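IDH1-R132H (0.5 ug/mL dispensed) in pH 7.5 Tris buffer was preincubated 30 min with compound, then given a substrate mix of 0.016 mM NADPH and 2 mM alpha-KG for 80 min at room temperature; remaining NADPH was read by diaphorase/resazurin fluorescence.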
RXFP1 agonist = RXFP1 (human) receptor agonism. Potency, µM (series often up to 57.5 µM), without a hit: top-dose activation, hits mostly activators. 0.3% of 370,000 active. Q9HBX9. AID 2676. HEK293T-RXFP1 cAMP TR-FRET, 30 min; response scale: percent of porcine relaxin response, buffer zero; also: % is scaled to controls: 0 for no effect and ±100 for the full control effect; nearly all actives have a fitted effect of over 60% in size; many of its hits are not listed in these tables
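HEK293 cells stably expressing RXFP1, treated 30 min at 37C with compounds plus PDE4 inhibitor Ro 20174; cAMP measured by HTRF TR-FRET. Normalized to buffer and 29 nM porcine relaxin; EC50 by Hill fit.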
Vif-A3G inh = blocks the Vif interaction with human APOBEC3G | HeLa A3G-eYFP + Vif (tagged APOBEC3G with the HIV-1 protein that degrades it), YFP fluorescence, overnight | Q9HC16 | Potency, µM (highest dose often 46.1 µM), for inactives: at the highest dose activity, negative = active, hits mostly inhibitors | 0.076% of 410,000 active;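 also: % is scaled to controls: 0 for no effect and ±100 for the full control effect; nearly all actives have a fitted effect of over 60% in size; hits raise eYFP signal because A3G escapes Vif-driven loss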
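Read-out is eYFP fluorescence (Ex 488/Em 500-530) from Vif-expressing HeLa A3G-eYFP cells; more signal means A3G escaped Vif-mediated degradation. Cells plated overnight, compound pinned in, incubated overnight at 37 deg C.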
USP1 inh = blocks the human USP1/UAF1 deubiquitinase complex. Potency, µM (doses to about 57.1 µM), for inactives: top-dose activity change, negative = inhibition, usual class: inhibitors. AID 743255. 0.23% of 390,000 active. recombinant USP1/UAF1, Ub-Rhodamine cleavage fluorescence. O94782; also: % is scaled to controls: 0 for no effect and ±100 for the full control effect; nearly all actives have a fitted effect of over 60% in size; inactives centre near -12
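Step one: compound is pinned into 1nM USP1/UAF1 in HEPES pH 7.8 buffer with TCEP. Step two: 15 min room-temperature incubation. Step three: Ub-Rho (150nM final) starts cleavage, tracked by fluorescence over six one-minute reads.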
TrxR1 inh = blocks rat thioredoxin reductase 1; 1% of 390,000 active; Potency, µM (top dose mostly 114 µM), for inactives: at the top dose activity change, negative = inhibition, actives largely listed as inhibitors; recombinant rTrxR1, NADPH fluorescence consumption, selenite substrate; O89049; also: % is scaled to controls: 0 for no effect and ±100 for the full control effect; nearly all actives have a fitted effect of over 65% in size
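Rat TrxR1 (90 nM in the dispensed reagent) was pre-reduced with 400 uM NADPH for 5 min at room temperature, then incubated with compound for 15 min. After 400 uM selenite was added, NADPH fluorescence (Ex 340/Em 450 nm) was followed for 8 min.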
* = called active by the depositor; ? = inconclusive; / = no result given; & = joins results of further samples; [ ] = dose if it differs, or a comment. Calls follow the shape of the dose curve; as a rule, active = well fitted curve in the direction sought with a large enough effect; inconclusive = small, poorly fitted or top-dose-only effect, or another doubt; inactive = no such curve, though single readings can be large; an effect the other way counts as inactive or inconclusive. Potency is read from the fitted curve at half-maximal effect.

SMILES | Vif-A3F inh | TrxR1 substrate | 12-LOX inh | RGS4 inhibitor | mIDH1 inhibitor | RXFP1 agonist | Vif-A3G inh | USP1 inh | TrxR1 inh
CCCN1C(=O)/C(=C/c2ccc(C)s2)SC1=Nc1ccc(OC)cc1 | -8.7% | -7.5% | 0.0% | -28.4% | 6.1% | 2.1% | 2.1% | -26.0% | 6.8%
Cc1c(C(=O)NCc2ccco2)oc2ccccc12 | 2.9% | 1.2% | -16.6% | 13.5% | 0.0% | 0.0% | -4.8% | -8.1% | 5.9%
Cc1ccc2c(nc3s/c(=C/c4cccs4)c(=O)n32)c1C | -9.5% | 18.0%[57.1 µM] | ? | -2.8% | 6.4% | 0.7% | ? | -13.1% | -4.1%[57.1 µM]
Cc1ccc(Cl)c2sc(N3CCN(C(=O)C4CC4)CC3)nc12 | -2.7% | 2.6%[57.1 µM] | ? | 12.6% | 7.0% | 0.4% | -8.8% | -17.3% | 2.8%[57.1 µM]
CCOc1ccc(N(CC)C(=O)c2noc3c2COc2ccc(C)cc2-3)cc1 | 2.4% | 9.3%[11.4 µM] | -13.5% | 38.5% | 5.2% | -2.2% | 0.0% | -14.6% | -4.2%
CCOC(=O)c1nnc(-c2ccccc2)o1 | -5.2% | -5.2% | 0.0% | 24.6% | 14.6% | 1.9% | -4.6% | -9.5% | -2.3%
COc1ccc(-c2nnn(CC(=O)N(CCN3CCOCC3)C(C(=O)NC3CCCCC3)c3ccco3)n2)cc1 (stereo not given) | -4.5% | 1.5% | 6.2% | 7.1% | -4.7% | -0.5% | 0.6% | -1.6% | 19.9%
CC(C)CNC(=O)CC1Nc2ccccc2NC1=O (stereo not given) | 8.9% | 7.3%[57.1 µM] | / | 3.1% | 3.0% | 2.6% | 1.3% | -18.8% | 10.2%[57.1 µM]
CC(C)C(=O)Nc1ccc(C(=O)N/N=C/c2cc(Br)cc(Br)c2O)cc1 | 1.8% | 4.4%[57.1 µM] | -21.7% | 5.6% | 0.4% | 3.6% | -8.3% | -12.8% | 9.7%[57.1 µM]
COc1cccc(C(=O)NCC(=O)N2CCC3(CC2)NCCc2[nH]cnc23)c1 | 1.6% | 3.1% | -0.6% | 9.6%[11.4 µM] | -13.6% | 1.0% | -1.2% | -4.9% | 19.3%
Cc1nc(-c2ccc(F)cc2)c(CC(=O)N(C)CC(=O)Nc2ccc(Br)cc2C)s1 | ? | 4.1%[57.1 µM] | -28.3% | -4.6% | -7.0% | 1.4% | 1.1% | -23.1% | 14.3%[57.1 µM]
CN(CC(=O)Nc1ccccc1Sc1ccccc1)C1CCCCC1 | ? | -1.5%[57.1 µM] | 0.0% | 8.8% | 1.8% | 3.2% | -2.9% | -2.0% | 23.3%[57.1 µM]
CC1CCN(c2[nH]c(=S)c(C#N)c3c2CCCC3)CC1 | 0.4% | 2.9% | -24.8% | -37.5% | 4.8% | 2.7% | -7.4% | -12.0% | -22.2%
O=C(COC(=O)c1c[nH]c(=O)[nH]c1=O)NCc1ccccc1 | -7.3% | 7.9%[57.1 µM] | 4.9% | -15.6% | 0.1% | 1.3% | 0.6% | -16.4% | 4.3%[57.1 µM]
CC(=O)C1=C(O)C(=O)N(CCCO)C1c1ccccc1 (stereo not given) | -11.7% | 1.8% | -13.8% | -0.1% | 6.2% | 2.4% | -1.2% | -20.4% | -4.2%
CCOc1ccc(NC(=O)CN(Cc2ccccc2)S(=O)(=O)c2ccc3nc(C)sc3c2)cc1 | 0.6% | -2.8%[57.1 µM] | 0.3% | -7.7% | -11.3% | -2.1% | 6.8% | -16.5% | 3.2%[57.1 µM]
O=C(CNC(=O)c1ccccc1)NCCc1nc2ccccc2[nH]1 | 5.8% | -3.6% | 20.2% | -3.7% | 3.2% | -0.4% | 0.4% | 3.4% | -5.2%
NC(=O)c1ccc(NC(=O)CCCN2C(=O)NC3(CCCC3)C2=O)cc1 | -36.4% | -0.6% | 288.1%[activator] | -6.2% | -2.7% | 4.1% | -0.4% | -15.8% | 5.9%
O=C(N/N=C/c1cc2c(cc1Cl)OCO2)c1cc(-c2ccccc2)n[nH]1 | -5.0% | 24.3% | ? | -20.6% | -3.9% | -0.6% | -0.7% | -6.3% | ?
Cc1c(C(=O)OCC(=O)N2CCCCC2C)oc2ccccc12 (stereo not given) | 0.5% | 10.1% | -8.8% | -5.3% | 4.5% | 1.3% | 2.4% | -18.9% | 21.7%
Cc1ccccc1-c1cccc(CN2CCN(C)C(CCO)C2)c1 (stereo not given) | -14.1% | 5.4% | -0.6% | 13.1% | 1.6% | 0.0% | -8.6% | -26.0% | 13.6%
Cc1ccccc1CN1CCCNC1=O | 3.3% | -3.0% | 4.2% | -9.0% | 0.4% | 0.2% | 1.5% | -8.6% | 4.3%
O=C(CN1CCN(Cc2ccccc2Cl)C1=O)NCCCN1CCOCC1 | 1.1% | 0.4% | 0.0% | 20.2% | -7.8% | 3.4% | 1.5% | 6.9% | 24.9%
COc1ccc(CCNC(=O)C2CCCN(S(=O)(=O)N3CCCCCC3)C2)cc1OC (stereo not given) | 0.2% | -4.3% | 1.1% | -3.5%[56.9 µM] | 3.9% | 1.8% | 1.0% | -21.0% | -4.9%

Retrieved by structure from above, 3 records:
SMILES | Vif-A3F inh | TrxR1 substrate | 12-LOX inh | RGS4 inhibitor | mIDH1 inhibitor | RXFP1 agonist | Vif-A3G inh | USP1 inh | TrxR1 inh
CC1CCN(c2[nH]c(=S)c(C#N)c3c2CCCC3)CC1 | 0.4% | 2.9% | -24.8% | -37.5% | 4.8% | 2.7% | -7.4% | -12.0% | -22.2%
Cc1ccccc1-c1cccc(CN2CCN(C)C(CCO)C2)c1 (stereo not given) | -14.1% | 5.4% | -0.6% | 13.1% | 1.6% | 0.0% | -8.6% | -26.0% | 13.6%
Cc1c(C(=O)OCC(=O)N2CCCCC2C)oc2ccccc12 (stereo not given) | 0.5% | 10.1% | -8.8% | -5.3% | 4.5% | 1.3% | 2.4% | -18.9% | 21.7%

(listing goes on)
SMILES | Vif-A3F inh | TrxR1 substrate | 12-LOX inh | RGS4 inhibitor | mIDH1 inhibitor | RXFP1 agonist | Vif-A3G inh | USP1 inh | TrxR1 inh
Cc1cc(NC(=O)Nc2cccc3ccccc23)no1 | 1.1% | 10.7% | ? | 8.0% | 0.7% | -0.5%&-0.3% | -3.8% | -18.9% | 13.4%
COc1ccc(-c2[nH]ncc2C=O)cc1 | 4.9% | 4.4% | 9.4% | 2.0% | 8.2% | 0.8% | -1.4% | -13.5% | 10.8%
Cc1cc(C(=O)CN2C(=O)C(=O)N(Cc3ccccc3)C2=O)c(C)n1-c1ccc2c(c1)OCCO2 | 3.5% | 7.6%[57.1 µM] | ? | -26.3% | 1.5% | -0.1% | -27.7% | -7.8% | 11.5%[57.1 µM]
COC(=O)[C@H]1Cc2c([nH]c3ccccc23)[C@H](c2ccccc2)N1 | -0.5% | 2.3% | -16.8% | 8.5% | -0.5% | -2.7% | -18.6% | -20.3% | 2.3%
COC(=O)c1ccccc1NC(=O)CN(c1cc(OC)ccc1OC)S(C)(=O)=O | -0.1% | 1.5% | 0.1% | -22.8% | -0.6% | -1.0% | -0.7% | -13.0% | -7.2%
CCOc1cc(/C=C2\SC(=O)N(c3ccc(O)cc3)C2=O)ccc1O | ? | 1.7% | ? | 0.4% | 4.0% | -2.1% | -17.7% | -19.6% | 2.7%
CCOC(=O)C1CCN(CC(O)COc2ccc(S(=O)(=O)N3CCCC3)cc2[N+](=O)[O-])CC1 (stereo not given) | 5.9% | -17.9% | ? | -40.0% | 4.3% | 1.5% | 3.8% | -20.1% | -18.8%
CCN(CC)CCCNC(=O)c1ccc2c(Cl)c3c(nc2c1)CCCC3 | -1.2%&-6.9% | -4.4%[57.1 µM] | -17.9%&2.2% | 12.4%&20.4% | 10.2%&-10.5% | 1.9%&-0.4% | 1.1%&5.3% | 6.7%&-14.3% | 1.7%[57.1 µM]
COC(=O)c1sccc1NC(=O)Nc1cccc(Cl)c1Cl | -3.3% | 14.1%[57.1 µM] | 5.7% | 30.0% | 2.1% | 2.5% | -1.2% | -10.5% | 0.6%[57.1 µM]
COc1ccc(/C=C2\N=C(SC)N(C)C2=O)cc1 | -17.6% | -10.1% | -18.6% | -5.8% | 7.9% | -1.3% | -4.5% | -16.9% | -11.0%
CC(C)=CCN1CCN(Cc2cn(C(C)C)c3ccccc23)CC1CCO (stereo not given) | -14.9% | 5.5% | 1.3% | -9.1% | -4.4% | -1.6% | 0.1% | -21.5% | 15.1%
Cc1csc2nc(COC(=O)c3ccccc3NC(=O)COc3ccccc3F)cc(=O)n12 | -7.7% | 7.3%[57.1 µM] | ? | -12.0% | 14.5% | 12.9% | -11.3% | -9.6% | 11.4%[57.1 µM]
O=C(CSc1nc2[nH]ncc2c(=O)n1-c1ccccc1Br)NCc1ccco1 | -4.3% | -5.3% | -26.8% | -0.5% | -0.6% | 0.8% | 1.8% | -8.2% | ?
Cc1ccc(NC(=O)NNC(=O)Cn2nc(-c3ccccc3)c(-c3ccccc3)c(C#N)c2=O)cc1 | 0.6% | -8.4% | 14.1% | -14.6% | -2.4% | 0.3% | ? | -4.7% | -5.7%
COc1cc(SC)ccc1C(=O)NCCOc1ccccc1Cl | -3.2% | -1.8% | -8.5% | -0.5% | 6.8% | 6.7% | 0.6% | ? | -10.3%

Only part of the results is shown (hit frequency here may not be typical).
